# High-throughput results as filed in PubChem BioAssay.
# Salmonella PhoP GFP = PhoP-dependent GFP reporter repression – Salmonella Typhimurium, primary screen (AID 1863). inhibition, % at 50 µM, or IC50 in µM where a hit was titrated. 300,000 compounds, 0.16% hits. S. Typhimurium PhoP-regulated promoter GFP reporter, 4 h; higher % means a stronger effect;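 active = inhibition over 29.93%, a cutoff 3 SD above the screen mean, later confirmed by dose response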;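 note: 0% = low Mg2+ inducing control and 100% = high Mg2+ repressing control; strong numbers were not always called active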
# NOD1 inhibition = NOD1 signaling inhibitors, primary screen, cell-based, luminescence, uHTS (AID 1578). 290,000 compounds, 1% hits. inhibition, % at 4 µM; hits with a dose series show EC50 in µM. NOD1-driven NF-kB luciferase reporter cells, luminescence; higher % means a stronger effect; in the data active = inhibition mostly above about 36%, no sharp cut-off; inactive = mostly below about 34%;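 note: HEK-293T reporter cells stimulated with the NOD1 agonist gamma-tri-DAP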
# HEK293 NOD2/NF-kB = NOD2 signaling inhibitors, cell-based, luminescence, uHTS, HEK293 (AID 1566); inhibition, % at 4 µM; hits with a dose series show EC50 in µM; HEK293 NOD2/NF-kB luciferase reporter, luminescence; higher % means a stronger effect; 290,000 compounds, 0.63% hits; note: many of its hits are not listed in these tables
# KOR beta-arrestin-1 = KOR antagonists, beta-arrestin recruitment, cell-based, luminescence, uHTS (AID 1778); KOR beta-arrestin recruitment, luminescence, antagonist mode; higher % means a stronger effect; one-dose inhibition, % at 10 µM; IC50 in µM for titrated hits; 290,000 compounds, 0.091% hits; note: strong numbers were not always called active
# Myeloid diff MLP = myeloid differentiation induction. ER-HoxA9 myeloid progenitors, lysozyme-GFP differentiation, flow cytometry. calls only at 10 µM. 360,000 compounds, 1% hits. AID 624256;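 active = normalized GFP-positive differentiation at or above the plate's own cutoff, the solvent-only control mean plus 3 SD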;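 note: cells exposed to compound for four days before flow analysis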
# LYP phosphatase = inhibitors of LYP phosphatase, biochemical, fluorescence intensity, uHTS (AID 1779). recombinant LYP phosphatase, fluorescence intensity; higher % means a stronger effect. inhibition, % at 11.5 µM, or IC50 in µM where a hit was titrated. 290,000 compounds, 0.054% hits;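 note: plate controls were vehicle with enzyme for no effect and no enzyme for full effect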
# HIV peptide binding = inhibitors of HIV fusion peptide binding, primary screen, biochemical, uHTS, fluorescence dequenching (AID 1986). 290,000 compounds, 0.3% hits. cell-free peptide binding, fluorescence dequenching, 30 min; higher % means a stronger effect. one-dose inhibition, % at 20 µM; IC50 in µM for titrated hits; in the data active = inhibition mostly above about 52%, no sharp cut-off; inactive = mostly below about 76%; note: some results filed as inactive read as strong as hits
# KOR beta-arrestin-2 = KOR agonists, beta-arrestin recruitment, primary screen, cell-based, luminescence, uHTS (AID 1777). KOR beta-arrestin recruitment, luminescence; higher % means a stronger effect. activation, % at 10 µM; hits with a dose series show EC50 in µM. 280,000 compounds, 0.02% hits; in the data active = activation above about 50%, passing the limit was not always enough; note: a part of the inactive calls stands beside numbers as strong as those of hits
# Siah-1 displacement = Siah-1 peptide-binding antagonists, primary screen, biochemical, fluorescence polarization, rhodamine-plectin, uHTS (AID 1817); Siah-1 / rhodamine-plectin peptide fluorescence polarization; higher % means a stronger effect; 290,000 compounds, 0.02% hits; displacement, % at 20 µM; hits with a dose series show IC50 in µM;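 active = displacement of at least 50% at 20 µM, with a fluorescence ratio check between 0.3 and a set limit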;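 note: plate controls were Siah plus tracer with DMSO for no effect and tracer alone without Siah for full effect; strong numbers were not always called active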
# Myeloid diff MLP GFP+ MAC1+ % = also measured in Myeloid diff MLP; calls as there; GFP+ MAC1+ double positive, %; measured here: differentiation confirmed by MAC1 staining
# An asterisk follows results filed as active; i = inactive; · = no result given; [ ] = remark or other dose. Cut-off read from the data, not from the text of the source, unless noted: active = inhibition above about 50%; inactive = the rest. Not all compounds are listed. The share of hits here may be higher or lower than overall.
SMILES,Salmonella PhoP GFP,NOD1 inhibition,HEK293 NOD2/NF-kB,KOR beta-arrestin-1,Myeloid diff MLP,Myeloid diff MLP GFP+ MAC1+ %,LYP phosphatase,HIV peptide binding,KOR beta-arrestin-2,Siah-1 displacement
O=C1CCC(C(=O)N2CCCO2)CN1Cc1cccc(C(F)(F)F)c1 (stereo not drawn),·,-28.6%,-1.0%,-0.8%,i,1.4,-10.5%,-1.3%,-0.1%,0.3%
Cc1ccc(NC(=O)c2ccc(NCCCN3CCC(C)CC3)c([N+](=O)[O-])c2)cc1F,6.4%,-20.1%,0.8%,-58.9%,i,3.0,-5.2%,5.7%,0.7%,9.2%
O=C(C1=C[C@H](c2ccc(Br)cc2)C[C@H](OCCCCO)O1)N1CCN(Cc2ccc3c(c2)OCO3)CC1,-5.8%,-8.3%,-41.7%,-13.1%,i,1.2,-3.7%,-1.9%,3.5%,-3.3%
O=S(=O)(Nc1nc2ccccc2nc1N1CCN(c2ccccc2)CC1)c1ccc(F)cc1,2.3%,-49.6%,-5.9%,-30.1%,i,1.1,13.9%,52.9%,0.1%,0.2%
COc1ccc(N2C(=O)CC(N(CCc3ccccc3)C(=O)/C=C/C(=O)O)C2=O)cc1 (stereo not drawn),4.8%,-8.1%,9.4%,8.5%[20 µM],i,0.4,-11.3%,-0.1%,·,2.0%
O=C(CN1CCN(CC(=O)Nc2ccccc2F)CC1)Nc1ccc2c(c1)OCCO2,8.4%,-15.2%,-7.6%,8.2%,i,0.4,-2.4%,1.0%,-7.4%,3.6%
Cc1cc(N/N=C/c2ccccc2F)c2ccccc2n1,1.4%,-17.7%,13.3%,7.1%,·,·,-9.8%,1.4%,-3.4%,-5.1%
Cc1cc(C)c(C)c(S(=O)(=O)N2CCC(C(=O)NCC(c3ccccc3)N(C)C)CC2)c1C (stereo not drawn),-6.8%,-4.5%,-63.7%,13.3%,i,0.1,-1.3%,-1.2%,1.0%,3.5%
O=C(COc1ccc2c(c1)CCC2)N1CCN(c2cccc(C(F)(F)F)c2)CC1,-4.8%,-13.3%,3.7%,0.6%,i,0.6,-1.3%,2.3%,5.9%,0.9%
COc1ccc(F)cc1CSc1nnnn1-c1ccc(O)cc1,3.8%,-7.6%,17.6%,-41.1%,i,1.3,-3.8%,-0.3%,-0.6%,6.9%
O=C(CCc1ccccc1)Nc1nc2c(F)cc(F)cc2s1,3.8%,-9.2%,-29.5%,19.3%,i,0.4,1.1%,0.4%,1.5%,3.8%
NS(=O)(=O)c1ccc(CCNC(=O)CSc2nc3ccccc3c(=O)n2CCN2CCOCC2)cc1,-2.5%,-28.9%,4.0%,-21.4%,i,0.6,-7.0%,0.0%,-0.3%,-1.5%
CCN(CC)c1ccc(N2C(=O)CSC2=S)cc1,-1.9%,0.8%,31.9%,26.9%[20 µM],i,0.4,1.5%,29.3%,·,-6.5%
COc1cc(C(=O)N/N=C/c2sc(=O)n(-c3ccccc3)c2Cl)cc(OC)c1OC,-4.7%,17.5%,22.8%,29.2%,i,0.1,-4.8%,-3.9%,2.5%,0.7%
O=S(=O)(c1ccc(F)cc1)N1CCN=C1SCc1cccc(F)c1,2.1%,-4.9%,3.2%,-21.7%,i,1.2,-14.5%,1.0%,-1.0%,-3.7%
O=C(Cn1nnc(-c2ccccc2-n2cnnn2)n1)c1ccccc1,1.2%,2.6%,6.5%,-97.2%,i,4.2,1.1%,-0.7%,1.9%,-6.5%
COc1ccc(NC(=O)c2cc(-c3ccco3)nc3ccccc23)cc1S(=O)(=O)N1CCOCC1,-7.6%,·,·,-21.2%,i,0.9,-1.6%,29.4%,4.7%,19.3%
CCC(C)(C)n1nnnc1C(c1ccccc1OC)N1CCN(C(=O)c2ccco2)CC1 (stereo not drawn),6.4%,-28.8%,-5.1%,2.1%,i,1.4,-4.0%,-0.2%,-4.6%,-5.0%
CCCN(CC(=O)Nc1ccccc1C)C(=O)c1ccc(-c2ccccc2)cc1,-2.2%,-34.8%,1.7%,-5.9%,i,1.8,-1.3%,0.2%,-0.1%,-0.7%
Cc1cccc(-c2nnc(-c3ccccc3)o2)c1,-10.6%,-99.0%,-91.1%,2.5%,i,0.5,-5.4%,-2.4%,-9.6%,3.1%
Cc1c(NC(=S)NC(=O)C2CCCCC2)c(=O)n(-c2ccccc2)n1C,-6.7%,-17.3%,6.5%,11.7%,i,0.1,-3.7%,-1.6%,4.8%,4.4%
COc1ccccc1C(=O)Nc1ccc2c(c1)nc1n2CCN(Cc2ccccc2)C1,-9.5%,-31.8%,8.1%,·,i,0.1,-1.0%,-0.1%,·,-3.4%
COc1cc(OC)c2c(c1)C(=O)OC2OC (stereo not drawn),-12.1%,-1.3%,17.7%,3.8%,i,0.3,-7.0%,0.0%,-0.3%,4.2%
CN/N=C/c1ccc(C#N)cc1,-3.5%,-30.8%,7.9%,2.5%,i,0.7,2.1%,-1.2%,-4.2%,3.3%
CC(=O)Nc1nonc1NC(C)=O,2.6%,-13.8%,-2.1%,0.8%,i,0.4,0.7%,-3.3%,2.6%,3.0%
NC(=S)NC(=O)/C=C/c1ccccc1,9.6%,1.2%,-23.4%,-15.5%,i,0.5,3.0%,0.6%,1.1%,0.9%
O=[N+]([O-])c1cccc(-c2nnc3c4ccccc4c4ccccc4n23)c1,9.2%,-29.0%,-9.0%,-8.1%,i,1.3,-4.1%,-8.4%,-0.2%,-6.1%
CC(=O)c1c(N)nc2n(c1=O)CCCCC2,26.6%,-20.4%,-2.3%,20.0%,i,0.2,-0.3%,-3.5%,7.4%,1.2%
COc1ccccc1N1CCN(C2=Nc3cccc4cccc2c34)CC1,25.2%,-27.5%,-60.7%,6.2%,i,0.2,-8.2%,3.4%,-2.6%,-8.0%
Cc1cc(NC(=O)COC(=O)C2CCN(S(=O)(=O)c3cccc(Cl)c3Cl)CC2)no1,2.1%,-2.0%,4.2%,10.2%,i,0.8,-4.6%,-0.4%,-2.1%,0.4%
Cc1nn(Cc2ccccc2)c2c1C(c1ccccc1)C(C#N)=C(N)O2 (stereo not drawn),1.3%,-12.9%,-8.6%,-8.9%,i,0.5,-1.7%,-3.6%,14.8%,1.0%
CS(=O)(=O)N(CC(=O)N1CCCCCC1)c1ccc(Cl)cc1,-4.8%,-30.6%,3.6%,-50.5%[20 µM],i,0.7,-7.4%,0.4%,-2.3%,0.7%
C=C(C)C1CC=C(CN2CCN(Cc3ccccc3)CC2)CC1 (stereo not drawn),5.6%,-14.2%,-32.1%,-15.9%[20 µM],i,0.4,-12.3%,0.0%,-2.5%,7.8%
C/C=C\C=C\C(=O)N1CC2(CC(c3cccc(NC(=O)CC(c4ccccc4)c4ccccc4)c3)=NO2)C[C@H]1C(N)=O (stereo partly drawn),-2.3%,2.1%,-37.8%,10.3%,i,1.2,1.7%,11.0%,·,-1.3%
OCc1ccc(OCCCOc2cccc3cccnc23)cc1,5.6%,-10.4%,-3.8%,-4.1%,i,0.5,-8.6%,-0.4%,5.0%,0.1%
Nn1c(SCC(=O)Nc2nccs2)nncc1=O,-1.1%,-41.9%,9.9%,-32.8%,i,0.2,-8.8%,-1.5%,-5.2%,-4.2%
CN(C)C(CNC(=O)CCc1nc2ccccc2s1)c1ccccc1 (stereo not drawn),2.2%,-34.2%,10.8%,-24.0%,i,0.2,-4.9%,0.0%,-4.5%,1.7%
COc1ccc(CNC(=O)CCN2C(=O)c3ccncc3C2=O)cc1OC,-2.5%,-5.5%,7.1%,6.1%,i,0.5,-4.6%,0.9%,-2.3%,-2.8%
O=c1nc(-c2ccccc2)c2ccccc2[nH]1,15.6%,-2.3%,14.2%,-8.2%,i,0.5,-5.3%,1.0%,4.6%,1.1%
COc1ccc(C(=O)Oc2cc(N)n(S(=O)(=O)c3ccccc3)n2)cc1,0.5%,-22.6%,2.4%,3.3%,i,0.7,5.9%,0.1%,-1.8%,-3.8%
O=C(COc1ccc(S(=O)(=O)NC2CCCCC2)cc1)N1CCN(c2cccc(Cl)c2)CC1,6.3%,44.0%,21.6%,-13.0%,i,1.7,0.2%,-1.8%,3.8%,-4.8%
O=C(Nc1cccs1)OCCN1CCN(Cc2ccccc2)CCC1=O,-1.5%,-22.4%,14.2%,-13.5%,i,0.8,-5.2%,1.5%,-0.1%,0.3%
COc1ccc(CN(C(=O)c2oc3cc(C)c(C)cc3c2C)C2CCS(=O)(=O)C2)cc1OC (stereo not drawn),-1.7%,-10.4%,16.0%,-8.5%,i,0.7,-2.4%,0.7%,-2.4%,10.0%
COc1cccc(-n2c(=S)sc3c(=O)n(-c4ccccc4C)c(SCC(=O)O)nc32)c1,-1.4%,-3.5%,13.5%,-7.3%,i,1.0,-1.0%,4.9%,1.6%,5.2%
S=C(Nc1ccc2nc(-c3ccccn3)c(-c3ccccn3)nc2c1)N1CCCCC1,4.6%,-42.2%,0.7%,4.1%[20 µM],i,0.6,1.1%,4.5%,·,-2.7%

# Single records, from the list above. Screens in order: Salmonella PhoP GFP	NOD1 inhibition	HEK293 NOD2/NF-kB	KOR beta-arrestin-1	Myeloid diff MLP	Myeloid diff MLP GFP+ MAC1+ %	LYP phosphatase	HIV peptide binding	KOR beta-arrestin-2	Siah-1 displacement
# `O=C(CN1CCN(CC(=O)Nc2ccccc2F)CC1)Nc1ccc2c(c1)OCCO2` as listed: 8.4%	-15.2%	-7.6%	8.2%	i	0.4	-2.4%	1.0%	-7.4%	3.6%
# `C=C(C)C1CC=C(CN2CCN(Cc3ccccc3)CC2)CC1` (stereo not drawn) as listed: 5.6%	-14.2%	-32.1%	-15.9%[20 µM]	i	0.4	-12.3%	0.0%	-2.5%	7.8%
# `Cc1cccc(-c2nnc(-c3ccccc3)o2)c1` as listed: -10.6%	-99.0%	-91.1%	2.5%	i	0.5	-5.4%	-2.4%	-9.6%	3.1%
# `Nn1c(SCC(=O)Nc2nccs2)nncc1=O` as listed: -1.1%	-41.9%	9.9%	-32.8%	i	0.2	-8.8%	-1.5%	-5.2%	-4.2%
# `COc1ccc(NC(=O)c2cc(-c3ccco3)nc3ccccc23)cc1S(=O)(=O)N1CCOCC1` as listed: -7.6%	·	·	-21.2%	i	0.9	-1.6%	29.4%	4.7%	19.3%

# Carrying on:
SMILES,Salmonella PhoP GFP,NOD1 inhibition,HEK293 NOD2/NF-kB,KOR beta-arrestin-1,Myeloid diff MLP,Myeloid diff MLP GFP+ MAC1+ %,LYP phosphatase,HIV peptide binding,KOR beta-arrestin-2,Siah-1 displacement
O=C(CN1CCN(c2ccccn2)CC1)Nc1ccc(OC(F)(F)F)cc1,7.1%,-1.3%,-22.4%,26.4%,i,0.7,-4.0%,2.2%,0.1%,-1.9%
CC(=O)c1ccc(N2CCN(C(=S)Nc3cccc(Cl)c3)CC2)cc1,6.5%,-18.1%,-12.6%,12.7%,i,0.4,-7.0%,1.4%,-1.2%,0.3%
CC(C)OCCCNc1ccc(N2C(=O)CCCC2=O)cc1[N+](=O)[O-],6.6%,-5.0%,0.0%,-7.2%,i,0.9,-6.1%,1.0%,-2.7%,6.2%
Cc1ccc(N(CN2CCCC2=O)C(=O)c2ccc(OC(C)C)cc2)cc1,6.4%,-19.3%,11.8%,5.9%,i,0.7,-1.4%,-1.1%,-2.4%,3.3%
